HT1080-NT tox: qHTS for induction of synthetic lethality in tumor cells producing 2HG: qHTS for the HT-1080-NT fibrosarcoma cell line; HT-1080-NT fibrosarcoma viability, CellTiter-Glo ATP luminescence, 48 h; Potency, µM (top dose mostly 46.1 µM), for inactives: at the highest dose activity, negative = less viability, usual class: cytotoxic; 360,000 tested, 1.6% active; AID 686970, 2013;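 also: NT is the 2HG producing partner of a matched IDH1 knockdown line; potency is read from the fitted curve at half-maximal effect; 0% = DMSO-treated cells and -100% = media-only wells without cells; nearly all actives have a fitted effect of over 55% in size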
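A 48-hour cytotoxicity screen used HT-1080-NT cells plated 2 hours before compound delivery. ATP-based CellTiter-Glo luminescence measured viability, normalized to DMSO and no-cell controls.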
HT1080 IDH1KD tx: qHTS for induction of synthetic lethality in tumor cells producing 2HG: qHTS for the HT-1080-IDH1KD cell line; 360,000 tested, 2% active; HT-1080 IDH1 knockdown viability, ATP luminescence, 48 h; Potency, µM (highest dose often 46.1 µM), for inactives: at the top dose activity, negative = toxicity, hits mostly cytotoxic;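 also: potency is read from the fitted curve at half-maximal effect; 0% = DMSO wells and -100% = cell-free medium wells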
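In this qHTS, HT-1080 cells depleted of IDH1 are exposed for 48 h at 37 °C to compound titrations. Toxicity is scored from CellTiter-Glo luminescence, with DMSO as full viability and medium alone as none.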
IL-1B inflam inh: qHTS for Inhibitors of Inflammasome Signaling: IL-1-beta AlphaLISA Primary Screen. THP-1 LPS/ATP IL-1B secretion, AlphaLISA, 16 h; hits give low values. activity change, % at 57.5 µM. 360,000 tested, 4.7% active. AID 743279, 2014; in the data active = activity change below about -50%; inconclusive = mostly about -30% to -49%; also: % is scaled to controls: 0 for no effect and ±100 for the full control effect
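Secreted IL-1B measured by AlphaLISA bead assay after 16 h compound exposure of THP-1 cells; compounds (final up to 57.5 uM) added 1 h before LPS (250 ng/mL) and ATP (1.25 mM) stimulation; lower signal means less secretion.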
S2 tox: Viability Counterscreen for Primary qHTS for Inhibitors of ATXN expression. S2 cells (HEK-293 line with an ATXN2-luciferase reporter) viability, CellTiter-Fluor protease fluorescence, 24 h. AID 651635, 2014. 400,000 tested, 0.49% active. Potency, µM (doses to about 56.7 µM), most hits filed as cytotoxic; also: potency is read from the fitted curve at half-maximal effect; nearly all actives have a fitted effect of over 40% in size
MCF10A rereplic: A quantitative high throughput screen for small molecules that induce DNA re-replication in MCF 10a normal breast cells; MCF 10A DNA re-replication, Hoechst nuclear intensity, 48 h; Potency, µM (top dose mostly 46.1 µM), without a hit: at the top dose activity, positive = re-replication, usual class: activators; 350,000 tested, 2.9% active; also: potency is read from the fitted curve at half-maximal effect; % of control where 0% means no effect; nearly all actives have a fitted effect of over 50% in size
KB-V1 MDR tox: qHTS assay for MDR1-selective chemotherapeutics: Primary screen using the drug-selected MDR subline cells KB-V1 | KB-V1 MDR cells viability, CellTiter-Glo, 72 h | Potency, µM (highest dose often 46.1 µM), for inactives: top-dose activity change, negative = cytotoxicity, most hits filed as cytotoxic | 400,000 tested, 3.4% active | AID 1347076, 2019; also: potency is read from the fitted curve at half-maximal effect; % is scaled to controls: 0 for no effect and ±100 for the full control effect; nearly all actives have a fitted effect of over 60% in size
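Cells of the MDR subline KB-V1 are plated, dosed with compound at multiple concentrations, and incubated 72 h at 37 degrees C; CellTiter-Glo is then added and luminescence read after 10 min.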
ATXN2 expr inh: Primary qHTS for Inhibitors of ATXN expression; HEK-293 ATXN2-luciferase reporter, luminescence, 24 h; Potency, µM (doses to about 57 µM), for inactives: top-dose activity change, negative = inhibition, hits mostly inhibitors; 360,000 tested, 0.72% active; AID 1745845, 2022; also: potency is read from the fitted curve at half-maximal effect; % is scaled to controls: 0 for no effect and ±100 for the full control effect; nearly all actives have a fitted effect of over 55% in size
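ATXN2-luciferase reporter cells (luciferase flanked by upstream and downstream ATXN2 gene portions) were treated 24 h at 37 °C with compounds at up to 57 uM. SteadyGlo luminescence gave expression; GF-AFC fluorescence gave viability.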
SW480 rerep: A quantitative high throughput screen for small molecules that induce DNA re-replication in SW480 colon adenocarcinoma cells; 340,000 tested, 1.8% active; SW480 DNA re-replication, Hoechst DNA content imaging, 48 h; Potency, µM (top dose mostly 46.1 µM), inactives show at the top dose re-replication activation, hits mostly activators; also: potency is read from the fitted curve at half-maximal effect; % of control where 0% means no effect; nearly all actives have a fitted effect of over 55% in size
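Treated cells incubate 48 hr (37 C, 5% CO2), are stained 40 min with Hoechst, and nuclear fluorescence is enumerated; a rise in nuclei with high DNA signal marks re-replication.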
KB-3-1 tox: qHTS assay for MDR1-selective chemotherapeutics: Primary screen using the parental adenocarcinoma cell KB-3-1 | KB-3-1 viability, CellTiter-Glo ATP luminescence, 72 h | AID 1347075, 2019 | 400,000 tested, 1.4% active | Potency, µM (series often up to 46.1 µM), without a hit: at the highest dose activity change, negative = cytotoxic, hits mostly cytotoxic; also: potency is read from the fitted curve at half-maximal effect; % is scaled to controls: 0 for no effect and ±100 for the full control effect; nearly all actives have a fitted effect of over 60% in size
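Cytotoxicity in the drug-sensitive parental line KB-3-1 was scored as loss of CellTiter-Glo luminescence following 72 h incubation with compound. Values come from curve fitting of normalized concentration-response data.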
Starred values were filed as active, the others as inactive; i = inactive; ? = inconclusive; / = not tested or not shown; [ ] = another dose, or the depositor's remark. Unless noted, calls follow the shape of the dose curve; as a rule, active = well fitted curve in the direction sought with a large enough effect; inconclusive = small, poorly fitted or top-dose-only effect, or another doubt; inactive = no such curve, though single readings can be large; an effect the other way counts as inactive or inconclusive.

SMILES	HT1080-NT tox	HT1080 IDH1KD tx	IL-1B inflam inh	S2 tox	MCF10A rereplic	KB-V1 MDR tox	ATXN2 expr inh	SW480 rerep	KB-3-1 tox
Oc1nc(-c2ccc(Cl)cc2)n2ccncc12	-4%	-11%	-1	i	-1%	11%	/	-25%	0%
COc1ccc(C(=O)Nc2c(N)nc(SCC(=O)N3CCCCCC3)[nH]c2=O)cc1OC	-4%	10%	4	i	0%	-6%	-4%	-4%	-1%
CCCC(=O)NC(Nc1cc(C(F)(F)F)ccc1Cl)C(Cl)(Cl)Cl (configuration not stated)	?	?	-3	i	11%	-5%	10%	-2%	?
CCOC(=O)N1CCN(C(=O)c2ccc(C)c(S(=O)(=O)N3CCCCC3)c2)CC1	-1%	3%	-10	i	5%	-19%	-7%	3%	4%
COCC1CCCCN1C(=O)c1ccc2oc(CCCc3ccccc3)nc2c1 (configuration not stated)	-6%	-12%	-5	i	11%	/	5%	10%	/
O=C(Cn1ncc2c3ccccc3n(Cc3ccc(F)cc3)c2c1=O)NCCCN1CCCCC1	/	/	/	i	/	3%	3%	/	18%
CC(=O)NCCc1nc2cc(NC(=O)c3ccccc3Cl)ccc2n1C	13%	9%	17	i	0%	0%	9%	1%	9%
Cn1c(NC(=O)Cc2cccc3ccccc23)cc(=O)n(C)c1=O	0%	-2%	-10	i	-3%	-9%	-8%	-4%	-26%
CC(C)(C)C(=O)/C=c1\[nH]c(=O)/c(=C\c2ccccc2F)s1	-8%	-7%	25	?	0%	3%	-5%	-41%[inhibitor][1.84 µM]	-4%
Cn1c(=O)c(C(=O)NCc2ccc(Cl)cc2)c(O)c2ccccc21	7%	11%	19	?	0%	-7%	-14%	2%	5%
COCCCNC(=O)CCn1c(=O)c2ccccc2n(CC(=O)Nc2cc(Cl)ccc2C)c1=O	3%	9%	12	?	-1%	0%	-28%	2%	6%
O=C1c2ccccc2NC(c2cccc(O)c2)N1c1ccccc1 (configuration not stated)	-1%	-1%	1	i	0%	-6%	8%	?	-2%
CCOC(=O)Nc1ccc(NC(=O)OCC)cc1	3%	14%	1	i	-1%	0%	43%[activator]	3%	-5%
Cc1ccc(NS(=O)(=O)c2ccc3c(c2)NC(=O)CCS3)c(C)c1	-25%	-10%	-6	i	0%	-26%	-15%	-1%	?
CCc1cccc2c(C(=O)CSc3nnc(-c4ccncc4)n3C)c[nH]c12	5%	12%	30	i	-36%[inhibitor]	5%	22%	2%	1%
CC(C)CC1COC(=O)N1 (configuration not stated)	16%	12%	-8	i	2%	?	0%	0%	1%
COC(=O)C(Cc1cnc(Cl)s1)(C(=O)OC)c1ccc(C(F)(F)F)cc1[N+](=O)[O-]	-8%	2%	15	i	-2%	-23%	-11%	2%	-20%
O=C(NCCc1nnc2ccc(NCC3CCCO3)nn12)c1ccccc1 (configuration not stated)	9%	7%	-2	i	-2%	-3%	-9%	-9%	1%
O=C1Nc2cccc3c2N(CCC3)C2=C1CCC2	1%	-14%	31	?	/	1%	/	/	5%
Cc1c(NC(=O)CSc2cccc3cccnc23)c(=O)n(-c2ccccc2)n1C	?	?	-96*	?	8%	?	?	?	?
N#CC1=C2SCN(Cc3ccccc3)CN2C(=O)CC1c1ccccc1F (configuration not stated)	-3%	-1%	29	i	14%	8%	-6%	-1%	-1%
CN(c1cc(=O)n2ccccc2n1)C1CCCCC1	-5%	-2%	-1	i	10%	-23%	36%	-7%	-9%
CCC1CCCCN1CC(=O)Nc1cc(C)c2c(=O)oc3ccccc3c2n1 (configuration not stated)	/	/	/	i	/	18%	8%	/	14%
Cn1nnnc1SCC(=O)Nc1ccc2c(c1)OCCO2	2%	6%	-4	i	1%	30%	/	11%	1%
CCc1nc2sc3ccccc3c(=O)c2c(=O)n1Cc1ccc(OC)cc1	0%	-2%	/	i	-17%	?	23%	?	16%
COc1ccc(C(=O)COC(=O)CNC(=O)c2ccc(OC)cc2)cc1	-1%	0%	41	i	14%[9.22 µM]	1%	-7%	?	13%
CC(C)CC1C(=O)N(Cc2cn(CCC3OCCCO3)nn2)CCS(=O)(=O)N1Cc1ccc(-c2cccc(N(C)C)c2)cc1 (configuration not stated)	2%	2%	21	?	/	0%	7%	/	14%
O=C(NCCCn1ccnc1)C(=O)NCC1OCCN1S(=O)(=O)c1ccc(Br)cc1 (configuration not stated)	9%	22%	-2	i	-1%	?	4%	-2%	3%
COc1ccccc1-c1csc(C(O)c2ccccc2)n1 (configuration not stated)	28%	10%	-4	i	/	?	7%	/	0%
NC(=O)CN1CCN(CCN2C(=O)c3cccc4cccc(c34)C2=O)CC1	0%	-13%	0	i	13%	-13%	0%	-8%	-26%
O=C(Nc1ccc2c(c1)C(=O)NC2=O)c1ccccc1Cl	2%	-2%	3	i	21%	0%	3%	-9%	5%
O=C(COC(=O)c1cccc(NS(=O)(=O)c2ccc(F)c(F)c2)c1)NC(=O)NC1CCCC1	-19%	-14%	-13	i	?	6%	3%	4%	4%
O=C(Oc1cccc(NC(=O)c2ccccc2Cl)c1)c1ccc([N+](=O)[O-])cc1	22%	17%	14	i	-4%	0%	8%	-6%	-4%
COC(=O)c1ccccc1NC(=O)C1CCCN(S(C)(=O)=O)C1 (configuration not stated)	-5%	1%	20	i	0%	1%	-2%	-12%	8%
O=C(COC(=O)c1c(F)cccc1F)NCc1cccs1	8%	-11%	15	i	-19%	0%	4%	-10%	-3%
COc1ccc(-c2[nH]c(-c3ccc4c(c3)OCO4)nc2-c2ccccc2)cc1	?	?	-64*	/	?	?	?	?	?
Cc1ccc(Oc2nc(-c3ccccn3)nc3ccccc23)cc1	-2%	-4%	/	i	?	-27%	-2%	-7%	5%
COc1ccc(-c2ccc(N3C(c4ccsc4)=Cc4ccc(F)cc4C3c3c[nH]c4ccccc34)cc2)cc1 (configuration not stated)	?	?	32	?	/	0%	5%	/	?
NCCCCC(N)c1cn([C@@H](CCC(=O)O)C(=O)N2CCNCC2)nn1 (some centres not stated)	21%	10%	10	i	-12%	-8%	1%	1%	13%
CCOC(=O)C1(Cc2ccccc2)CCN(Cc2cccc3nccnc23)CC1	-11%	-3%	-64*	i	3%	-1%	-34%	8%	-1%

Four compounds drawn at random from the list so far:
SMILES	HT1080-NT tox	HT1080 IDH1KD tx	IL-1B inflam inh	S2 tox	MCF10A rereplic	KB-V1 MDR tox	ATXN2 expr inh	SW480 rerep	KB-3-1 tox
COc1ccc(-c2ccc(N3C(c4ccsc4)=Cc4ccc(F)cc4C3c3c[nH]c4ccccc34)cc2)cc1 (configuration not stated)	?	?	32	?	/	0%	5%	/	?
N#CC1=C2SCN(Cc3ccccc3)CN2C(=O)CC1c1ccccc1F (configuration not stated)	-3%	-1%	29	i	14%	8%	-6%	-1%	-1%
CC(C)CC1C(=O)N(Cc2cn(CCC3OCCCO3)nn2)CCS(=O)(=O)N1Cc1ccc(-c2cccc(N(C)C)c2)cc1 (configuration not stated)	2%	2%	21	?	/	0%	7%	/	14%
NCCCCC(N)c1cn([C@@H](CCC(=O)O)C(=O)N2CCNCC2)nn1 (some centres not stated)	21%	10%	10	i	-12%	-8%	1%	1%	13%

Next entries.
SMILES	HT1080-NT tox	HT1080 IDH1KD tx	IL-1B inflam inh	S2 tox	MCF10A rereplic	KB-V1 MDR tox	ATXN2 expr inh	SW480 rerep	KB-3-1 tox
CCCCc1n[nH]c2c1/C(=N/O)CC(c1ccccc1)C2 (configuration not stated)	?	?	-58*	i	5%	-17%	-27%	2%[9.22 µM]	?
CCOc1ccc(OCCCCn2cnc3ccccc3c2=O)cc1	-13%	-22%	17	i	-21%	12%	-13%	7%[1.84 µM]	-8%
O=C(Cc1ccccc1)NCCc1c[nH]c2ccccc12	12%	18%	0	i	-6%	1%	1%	-2%	-12%
O=C(Cc1ccccc1)Nc1ccc(C(=O)O)cc1	4%	10%	-10	i	0%	-5%	7%	1%	3%
COc1cc(NC(=O)Cn2cnc(C(=O)Nc3ccc(C)c(C)c3)n2)cc(OC)c1OC	4%	-1%	-22	i	0%	?	2%	-9%	6%
CC(C)c1cccc(C(C)C)c1NC(=O)COC(=O)[C@H](C)NC(N)=O	8%	14%	9	i	0%	1%	/	6%	1%
Cc1ccc(C(=O)NCCc2cccs2)cc1	1%	11%	-30	i	-2%	12%	14µM*	-3%	-23%
CCCc1cc(=O)[nH]c(SCC(=O)c2ccc3c(c2)OCCO3)n1	-15%	-11%	22	i	?	?	-1%	?	0%
CC(=O)Nc1cc(C(=O)NCc2ccco2)ccc1Sc1ccc(C)cc1	1%	-2%	-3	i	5%	-7%	-4%	-11%	-6%
CC(=O)c1c(C)[nH]c(C(=O)Nc2ccc(Cl)cc2F)c1C	21%	14%	19	i	3%	?	52%[activator]	-11%	-20%
Cc1nn(C(=O)CNS(=O)(=O)c2ccccc2)c(C)c1Sc1ccc(Cl)cc1	6%	0%	5	i	?	-5%	-11%	-6%	0%
COC(=O)[C@]12CCCCC=C1N(Cc1ccccc1)C(=O)[C@H](CC(=O)NCCCN1CCCC1=O)C2	10%	12%	-4	i	/	0%	5%	/	11%
COc1ccc(CNC(=O)Cc2c(C)c3ccc(O)cc3oc2=O)cc1	/	/	/	?	/	0%	3%	/	-5%
CCC(CO)Nc1ccc(-c2n[nH]c(=O)c3ccccc23)cc1[N+](=O)[O-] (configuration not stated)	-12%	-11%	-17	i	?	-3%	-11%	?	?
O=C(COc1ccc(Br)cc1)N/N=C1\SCC(=O)N1c1ccc(F)cc1	-3%	-7%	-3	i	16%	-14%	?	?	-2%
O=C(C[C@@H]1C/C=C\CCCC(=O)OC[C@@H](c2ccccc2)NC1=O)NCCO	11%	4%	15	i	-27%	?	5%	-9%	0%
